ERK EGF inh – EGF-driven ERK pathway inhibition | HEK293-V1b, EGF-stimulated phospho-ERK AlphaScreen | Potency, µM (titrated, usually from 11.5 µM), without a hit: top-dose activity change, negative = inhibition, most hits filed as inhibitors | 130,000 tested, 0.41% active; active = well fitted inhibition curve with a large enough effect; inconclusive = small, poorly fitted or top-dose-only effect, or effect the other way;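 also: plate controls were stimulated vehicle wells for no effect and unstimulated vehicle basal for full effect; nearly all actives have a fitted effect of over 55% in size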
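Cell line HEK293 (stable V1b), low serum overnight. Pretreatment: compound 30 min, 37C. EGF 25 nM, 5 min. Detection: SureFire AlphaScreen, 5 h RT. AC50 via standard Hill equation.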
The depositor's hits bear a star; ? = inconclusive; & = joins results of further samples; [ ] = dose if it differs, or a comment. Potency is read from the fitted curve at half-maximal effect.

SMILES	ERK EGF inh
CC(Nc1cccnc1)=C(C#N)C#N	28.5%
O=C(NCC1CCCO1)c1ccc(NS(=O)(=O)c2cccc([N+](=O)[O-])c2)cc1 (stereo unspecified)	1.7%
O=C(Nc1ccccc1F)c1cc2c(s1)-c1ccccc1S(=O)(=O)C2	-0.9%[57.5 µM]
O=C(NC1CCCC1)C1CCN(C(=O)c2ccc(-c3ccccc3)cc2)CC1	-5.7%
N#CCCn1c(=O)c(-c2ccc(Cl)cc2)nc2cnc(Oc3cccc(Cl)c3)nc21	-5.4%
Cc1ccc(NN2C(=O)C=CC2=O)cc1	-8.2%
O=C(NC1CCS(=O)(=O)C1)/C(=C\c1ccco1)NC(=O)c1ccccc1 (stereo unspecified)	-0.3%[57.5 µM]
CCCCOC(=O)NC1(C)CCS(=O)(=O)C1 (stereo unspecified)	-0.2%
O=C(c1cccc(F)c1)N1CCC2(CCCN(Cc3nccs3)C2)CC1	10.3%
Nc1ccc(C(=O)Nc2ccco2)cc1	-8.8%
CC(C1CC1)N(Cc1ccccc1)C(=S)Nc1cccc(C(F)(F)F)c1 (stereo unspecified)	-0.6%
O=C(CNC(=O)c1cccc(F)c1)N/N=C/C=C/c1ccccc1	-0.6%
COc1ccc(-c2nnc(Nc3ccc(CC(N)=O)cc3)c3ccccc23)cc1	8.9%
CCCCC(=O)Nc1cccc(NC(=S)NC(=O)C(C)C)c1	-5.5%
O=C(CSCc1ccc(F)cc1)NCc1ccc(F)cc1	-3.9%
CCOC(=O)/C(C#N)=C\c1c(OCC)n(CC)c2ccccc12	5.8%
COCc1cc(N2CCOCC2)nc(-c2ccccc2)n1	-4.2%
O=C(N/N=C/c1ccco1)c1cc(-c2ccc(Cl)cc2)n[nH]1	-18.2%[57.5 µM]
CCN1CCN(CCCOc2ccccc2-c2ccccc2)CC1	9.3%
CC(=O)N/C(=C/c1ccc(OS(=O)(=O)c2ccc(C)cc2)cc1)C(=O)Nc1ccc(C(=O)O)cc1	-4.7%[57.5 µM]
C/C(Cn1nnc2ccccc21)=N\NC(=O)c1ccc(Br)cc1	3.8%
CC(C)C[C@H](NC(=O)c1[nH]cnc1C(=O)N[C@@H](C)c1ccccc1)C(=O)OCc1ccccc1	-11.4%[57.5 µM]
CC(C)[C@H](NC(=O)C1CCCC1)c1nc2ccccc2[nH]1	0.0%
O=C(CSc1nc2ccccc2s1)Nc1ccc(Cl)c(C(=O)O)c1	3.2%
CCc1nc(CN2CCN(c3ccc(C(F)(F)F)cn3)CC2)c(C)[nH]1	-16.0%[57.5 µM]
COc1ccc(S(=O)(=O)Nc2cccc(F)c2C)cc1C(=O)N1CCOCC1	1.2%[57.5 µM]
Cc1cccc(C)c1NC(=O)COC(=O)c1ccc(N2CCCC2)c([N+](=O)[O-])c1	6.3%
Cc1ccc(C)c2sc(N)nc12	-5.9%
COc1ccc(OC)c2c1sc(=NC(=O)C1COc3ccccc3O1)n2C (stereo unspecified)	0.2%[57.5 µM]
CCCSc1nc2sc3c(c2c(=O)n1CC)CC(C)(C)OC3	0.2%[57.5 µM]
Oc1[nH]c2ccccc2c1N=Nc1nc(Nc2ccccc2)nc(N2CCOCC2)n1	-18.2%[57.5 µM]
CCOC(=O)c1ccc(N=c2sc(C(=O)OC)cc(=O)n2-c2ccc(C(=O)OCC)cc2)cc1	-0.3%
O=C(CCC(=O)OCC(=O)c1cccc([N+](=O)[O-])c1)NC1CCCCC1	-8.6%[57.5 µM]
O=C(CCN1CCN(CCO)CC1)Nc1ccc(Br)cc1	-1.1%
CC(C)CC1(C(=O)NCCN2CCOCC2)C=CCN1C(=O)c1ccccc1 (stereo unspecified)	-0.2%&3.9%
Cn1nc2c3ccccc3n(Cc3ccccc3)c2nc1=S	9.9%[57.5 µM]
COc1ccc(N2CCN(C(=O)c3ccc(C)cc3)CC2)c([N+](=O)[O-])c1	9.1%
N/C(=N\OCC(=O)Nc1ccccc1)c1nonc1N	0.2%
CCOc1cc(/C=C2/NC(=O)N(Cc3ccccc3F)C2=O)ccc1O	-1.2%
Cc1ccc(C(=O)N/C(=C/c2ccco2)C(=O)NCCCn2ccnc2)cc1	28.2%

Five entries picked at random from those above:
SMILES	ERK EGF inh
CCN1CCN(CCCOc2ccccc2-c2ccccc2)CC1	9.3%
Cc1ccc(NN2C(=O)C=CC2=O)cc1	-8.2%
Cc1cccc(C)c1NC(=O)COC(=O)c1ccc(N2CCCC2)c([N+](=O)[O-])c1	6.3%
CCCCC(=O)Nc1cccc(NC(=S)NC(=O)C(C)C)c1	-5.5%
O=C(c1cccc(F)c1)N1CCC2(CCCN(Cc3nccs3)C2)CC1	10.3%

Continued.
SMILES	ERK EGF inh
COCC(C)n1c(SCC(=O)c2cc(C)n(C)c2C)nc2ccccc2c1=O (stereo unspecified)	?
O=C(COC(=O)CCc1ccccc1)NC(c1ccccc1)c1ccccc1	-6.3%
CC(C)(C)NC(=O)C(c1ccncc1)N(C(=O)Cn1nnc(-c2ccc(F)cc2)n1)c1cccc(F)c1 (stereo unspecified)	-13.4%
O=c1c2cn[nH]c2nc(SCc2ccccc2F)n1-c1ccc(Br)cc1	5.7%
Cc1ccc(CN2C(=O)N/C(=C\c3ccc(-c4ccc(C(=O)O)cc4C)o3)C2=O)cc1	-2.2%[57.5 µM]
C/C(=N\NC(=O)C1(C)CC1(Br)Br)c1ccc(NC(=O)c2ccc(C)o2)cc1 (stereo unspecified)	0.0%
CC1CC[C@@]23CCC4(C)[C@@]5(C)CCC6C(C)(C)C(=O)CC[C@@]6(C)C5C=C[C@@]4(OC2=O)C3C1C (stereo partly specified)	23.2%
CCCCc1c(O)nc(SCC(=O)c2ccccc2)n(-c2ccccc2)c1=O	-0.5%[57.5 µM]
CC1CCCC(C)N1/N=C/c1cc(Br)c(O)c(Br)c1 (stereo unspecified)	5.2%
CN1C(=O)NC(c2ccc(O)cc2)C2=C1CN(c1ccccc1)C2=O (stereo unspecified)	-9.7%[57.5 µM]
CCOC(=O)CC(NC(=O)c1ccccc1F)c1ccc(C)cc1 (stereo unspecified)	2.6%
COc1ccc(CN2CCNC(=O)C2CC(=O)NCc2cnn(C)c2)cc1OC (stereo unspecified)	-7.4%[57.5 µM]
CC(C)Cc1nnc(NC(=O)CSc2nc(O)c(-c3ccccc3)c(=O)[nH]2)s1	1.9%
Cc1ccc(-n2cc(-c3ccccc3)c3c(N4CCN(C)CC4)ncnc32)cc1	-3.5%
Cc1ccc(CC(=O)N2CCN(C(=O)c3ccco3)CC2)cc1	-0.4%
Cc1ccc(C2(c3noc(CN(C)CCCN4CCOCC4)n3)CCCC2)cc1	0.3%
Cc1cc(N2CCCC2=O)cc(C)c1CN1C(=O)c2ccccc2C1=O	-1.7%
CCSc1nnc(NC(=O)c2nc3nc(C)cc(C)n3n2)s1	-9.3%
CCOC(=O)N1CCN(C(=O)c2cnn3c(C(F)(F)F)cc(-c4cccs4)nc23)CC1	-7.0%
CCN1CCN(C(=O)c2ccc(-c3nc4ccccc4s3)s2)CC1	-1.1%

Reprinted from the part before: seven compounds, then new ones.
SMILES	ERK EGF inh
Cc1ccc(-n2cc(-c3ccccc3)c3c(N4CCN(C)CC4)ncnc32)cc1	-3.5%
Cc1ccc(CC(=O)N2CCN(C(=O)c3ccco3)CC2)cc1	-0.4%
Cc1ccc(C2(c3noc(CN(C)CCCN4CCOCC4)n3)CCCC2)cc1	0.3%
Cc1cc(N2CCCC2=O)cc(C)c1CN1C(=O)c2ccccc2C1=O	-1.7%
CCSc1nnc(NC(=O)c2nc3nc(C)cc(C)n3n2)s1	-9.3%
CCOC(=O)N1CCN(C(=O)c2cnn3c(C(F)(F)F)cc(-c4cccs4)nc23)CC1	-7.0%
CCN1CCN(C(=O)c2ccc(-c3nc4ccccc4s3)s2)CC1	-1.1%
COc1ccc(-n2cc(CNCC3CCOCC3)c(-c3cccc(F)c3)n2)cc1	-2.4%
COCCNC(=S)N1CCC(c2nc(-c3ccc(N(C)C)cc3)no2)CC1	-6.7%
Cc1ccc(S(=O)(=O)n2ccc(OC(=O)c3cccs3)n2)cc1	-6.6%[57.5 µM]
CC(C)(C)[C@@H]1C=C(C(=O)N2CCN(Cc3ccc4c(c3)OCO4)CC2)O[C@H](OCc2ccc(CO)cc2)C1	-5.7%[57.5 µM]
COC(=O)c1ccc(S(=O)(=O)NCc2ccc(S(N)(=O)=O)cc2)n1C	-0.1%[57.5 µM]
CCCc1cc(=O)n2[nH]c(NCc3ccc(OC)c(OC)c3)nc2n1	-2.1%
O=C(Cc1cccs1)N1CCN=C1SCc1ccccc1Cl	-0.2%
Cn1c(C2=C(O)CN(Cc3ccccc3)C2=N)nc2ccccc21	11.4%[57.5 µM]
CC(C)CN(CC(C)C)CC(O)COc1ccccc1Br (stereo unspecified)	3.6%
COc1cccc(CNC(=O)CCC2CCCN(C(=O)C3=CC(=O)CC(C)(C)O3)C2)c1 (stereo unspecified)	-0.7%
CCc1cc2c3c(c1)C(C)CC(C)(C)N3C(=O)C2=O (stereo unspecified)	-2.7%
Cc1ccccc1OCCNc1cc(N2CCNCC2)ccc1[N+](=O)[O-]	3.5%
CCN1CCN(c2nc(-c3cccs3)nc3ccccc23)CC1	-0.8%
Cc1ccc(C(=O)/C=C/c2ccco2)c(O)c1	-1.6%
COc1ccccc1OCC(=O)Nn1c(=S)[nH]c2ncccc2c1=O	-0.3%
c1ccc(-c2ccc(N3CC4(CCNCC4)C3)cc2)cc1	20µM*
O=C(COC(=O)C12CC3CC(CC(O)(C3)C1)C2)N1CCN(S(=O)(=O)c2ccc(Cl)cc2)CC1	-0.9%
CC1=NN=C(c2ccccc2)C(c2c[nH]c3ccccc23)N1O (stereo unspecified)	-6.7%
COc1ccc(C[C@@H]2CN3C(=NC[C@@H]3C)N2C[C@H](C)NC(=O)c2ccc(C)c(Br)c2)cc1	-6.7%[57.5 µM]
O=S(=O)(c1ccc(Cl)c(NC(=S)Nc2ccccc2N2CCOCC2)c1)N1CCOCC1	3.1%
COc1ccc(S(=O)(=O)N2CCOC2CNC(=O)C(=O)NCCc2ccc(OC)c(OC)c2)cc1 (stereo unspecified)	-5.4%
Cc1c(Cc2ccccc2)sc(NC(=O)C(C)(C)C)c1C(N)=O	6.7%
O=C(NCCO)/C(=C\c1ccco1)NC(=O)c1cccs1	3.8%
CC(C)NS(=O)(=O)c1ccc(CCC(=O)NCc2ccc3c(c2)OCO3)cc1	-15.9%
O=C(NCCNc1ccc([N+](=O)[O-])cc1C(F)(F)F)c1cccc(F)c1	3.9%
COc1ccc(Nc2nc(-c3cccc([N+](=O)[O-])c3)nc3ccccc23)c(OC)c1	1.7%
Cn1c(=O)c2c(ncn2CC(=O)N/N=C/C=C\c2ccccc2[N+](=O)[O-])n(C)c1=O	5.9%[57.5 µM]
O=C(CSc1n[nH]c(=O)[nH]c1=O)N/N=C/c1ccccc1	-1.4%
CCOC(=O)c1ccc2c(c1)nc(-c1ccc(F)cc1)c1nccn12	1.8%
N#Cc1c2c(c(-c3ccccc3)[nH]c1=O)CCCC2	-13.7%[57.5 µM]
CCn1c(SCC(=O)Nc2ccccc2OC)nc(O)cc1=O	5.0%[57.5 µM]
COc1ccccc1CN1CC[C@@]2(CCCN(C(=O)c3ccco3)C2)C1	-10.2%
O=C(O)CN(Cc1ccccc1)S(=O)(=O)c1ccc2c(c1)OCCO2	8.3%
CN(NC(=O)COc1ccccc1)C1=NS(=O)(=O)c2ccccc21	-6.3%
FC(F)Oc1ccc(/C=N/NC(=S)Nc2cc(C(F)(F)F)ccc2Cl)cc1	2.1%
CCn1c(COc2cccc3cccnc23)nnc1SCC(=O)OC	?
COc1cccc2c1C(=O)c1c(O)c3c(c(O)c1C2=O)C[C@@](O)(C(=O)CO)C[C@@H]3O[C@H]1C[C@H](N)[C@H](O)[C@H](C)O1	28.2µM*
O=C(O)/C=C/c1cn(Cc2ccccc2)nc1-c1ccc(Cl)cc1	3.3%
O=C(CSc1nnc(-c2ccncc2)o1)NCc1ccccc1	-0.1%
CC(=O)c1cccc(OCC(=O)N(C)CC(=O)Nc2ccc(F)cc2)c1	-7.1%[57.5 µM]
C/[N+]([O-])=C/c1c(OCc2ccc(Cl)cc2Cl)ccc2ccccc12	0.6%
Cc1ccccc1C(O)c1cccnc1 (stereo unspecified)	12.6%
CCOc1cccc(/C=C2/NC(=O)N(CC(=O)Nc3cccc(C)c3)C2=O)c1O	4.3%
Cc1ccc(C(=O)O)cc1N1C(=O)CCCC1=O	-0.3%
FC(F)(F)c1ccc(CN2C[C@@H]3C(c4ccc(C(F)(F)F)cc4)C4(c5cccnc5)CC3(C4)[C@H]2c2ccccc2)cc1 (stereo partly specified)	7.6%
CCOc1ccccc1N1CCN(Cc2c(C)n(C)n(-c3ccccc3)c2=O)CC1	-0.5%
CCCC(C)n1[nH]c(=O)cc1N (stereo unspecified)	2.5%
O=C(/C=C/c1ccc(Cl)cc1Cl)N(Cc1ccc(Cl)cc1)C1CCS(=O)(=O)C1 (stereo unspecified)	-8.3%
O=C(CCN1C(=O)/C(=C/c2cccs2)SC1=S)NC1=NCCS1	-1.0%
O=C1SCC(c2ccc(Cl)cc2Cl)=NN1Cc1nnc(-c2ccccc2)o1	5.2%
CCc1ccc(C(=O)Nc2ccc(OC)c(S(=O)(=O)N3CCOCC3)c2)cc1	?
O=C(NNc1ncnc2c1cnn2-c1ccc(F)cc1)c1cccs1	-3.7%
COC(=O)C1=C(C)N(CC2CC2)C(=O)N[C@H]1c1ccc(Br)cc1	-13.0%&-18.8%
O=C(O)CCC(=O)Nc1nc2nccc(-c3ccccc3)n2n1	-2.9%[57.5 µM]
Cn1c(/C(C#N)=C(\O)c2ccc([N+](=O)[O-])cc2)nc2ccccc21	-5.5%
O=C1c2ccccc2NC(c2cccnc2)N1c1ccccc1F (stereo unspecified)	1.4%

Bioassay records as filed in PubChem.

Some of the compounds tested; count on the stated rates, not on these rows.
